# High-throughput results from PubChem BioAssay.
# GLP1R ag – qHTS of GLP-1 Receptor Agonists; Glucagon-like peptide 1 receptor (Homo sapiens), P43220; HEK293 GLP-1R CRE-luciferase, luminescence, 4-6 h; cells express a hypersensitive GLP-1R form; Potency, µM (series often up to 45.6 µM), for inactives: at the top dose activation, usual class: activators; actives 0.007% (n = 380,000); note: potency is the fitted concentration of half-maximal effect; % of control where 0% means no effect
# Target sequence (P43220 whole entry, looked up): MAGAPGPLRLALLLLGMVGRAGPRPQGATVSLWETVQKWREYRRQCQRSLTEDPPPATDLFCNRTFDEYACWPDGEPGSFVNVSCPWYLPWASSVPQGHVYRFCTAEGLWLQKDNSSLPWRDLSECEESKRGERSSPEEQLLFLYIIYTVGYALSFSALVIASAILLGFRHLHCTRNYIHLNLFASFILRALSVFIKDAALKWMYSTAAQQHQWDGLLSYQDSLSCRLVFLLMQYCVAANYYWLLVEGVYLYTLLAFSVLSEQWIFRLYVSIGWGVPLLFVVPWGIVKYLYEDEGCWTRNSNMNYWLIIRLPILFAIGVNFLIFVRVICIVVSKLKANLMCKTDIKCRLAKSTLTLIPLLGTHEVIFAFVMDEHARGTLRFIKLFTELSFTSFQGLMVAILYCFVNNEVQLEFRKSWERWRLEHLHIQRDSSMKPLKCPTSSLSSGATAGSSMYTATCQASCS
# WRN inhibitor – qHTS for Inhibitors of WRN Helicase; Bifunctional 3'-5' exonuclease/ATP-dependent helicase WRN (Homo sapiens), Q14191; WRN helicase unwinding, fluorescent forked duplex, kinetic; Potency, µM (highest dose often 114 µM), without a hit: at the top dose activity change, negative = inhibition, actives largely listed as inhibitors; actives 0.46% (n = 360,000); note: potency is the fitted concentration of half-maximal effect; % is set by controls: 0 for no effect and ±100 for the full control effect; nearly all actives have a fitted effect of over 55% in size
#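 Kinetic red-fluorescence monitoring (525/598 nm) tracks WRN helicase activity after 100 nM fluorophore-quencher forked duplex and 2 mM ATP are added to 20 nM enzyme pretreated 15 min at room temperature with compound.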
# HEK293 tox – qHTS of GLP-1 Receptor Inverse Agonists: Cytotox Screen; actives 0.13% (n = 410,000); HEK293 cAMP-luciferase reporter cells, luminescence, 24 h; AID 624418, 2012; Potency, µM (doses to about 38.3 µM), without a hit: at the top dose activity change, negative = inhibition, actives largely listed as inhibitors;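 note: loss of luciferase light is scored as toxicity; potency is the fitted concentration of half-maximal effect; % is set by controls: 0 for no effect and ±100 for the full control effect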
#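 MLSMR compounds, 24 hr on cells at 37 deg C/5% CO2; luminescence after luciferase reagent (12 min RT). Inhibition counted as the undesired cytotoxic outcome.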
# D3 ag – qHTS of D3 Dopamine Receptor Agonist: qHTS; D(3) dopamine receptor (Homo sapiens), P35462; D3R DiscoveRx beta-arrestin cells, luminescence, 90 min; max activation, %; actives 0.58% (n = 410,000); in the data active = max activation above about 30%; note: 0% is about no effect; mostly tested at two doses, the higher about 12 µM
# Target sequence (P35462 whole entry, looked up): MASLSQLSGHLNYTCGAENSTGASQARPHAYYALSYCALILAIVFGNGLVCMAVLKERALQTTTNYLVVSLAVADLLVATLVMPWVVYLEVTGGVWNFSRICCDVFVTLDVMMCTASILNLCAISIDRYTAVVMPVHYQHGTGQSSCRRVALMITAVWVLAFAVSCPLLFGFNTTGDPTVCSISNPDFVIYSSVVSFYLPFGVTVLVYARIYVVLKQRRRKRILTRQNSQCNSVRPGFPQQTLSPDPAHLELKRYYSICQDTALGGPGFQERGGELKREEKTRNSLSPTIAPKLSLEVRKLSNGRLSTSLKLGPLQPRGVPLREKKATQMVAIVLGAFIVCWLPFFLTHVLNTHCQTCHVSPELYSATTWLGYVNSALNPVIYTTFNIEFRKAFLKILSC
#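 Cells at 1500/well, incubated overnight, then treated with pinned compounds (dopamine as control) for 90 min at 37 degrees C. DiscoveRx reagent added for 30 - 60 minutes at room temperature; luminescence read.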
# IL-2 act – qHTS of IL-2 Activators | activation, % (series mostly up to about 46 µM) | actives 0.065% (n = 360,000) | IL-2 activation reporter assay, cell-based qHTS; stimulated with anti-CD3/CD4/CD28 beads; in transgenic mouse T cells; in the data active = activation above about 50%; inconclusive = mostly about 30% to 49%; note: 0% is about no effect
#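 Readout is EGFP and DsRed signal by fluorescent plate cytometry after 18 h at 37 degrees C. Transgenic mouse T cells (750/well) received compound for 60 min before bead stimulation (anti-CD3, anti-CD4, anti-CD28); memory T cells served as non-tolerant control.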
# D3 antag – qHTS of D3 Dopamine Receptor Antagonist: qHTS | D3R cells, DiscoveRx beta-arrestin luminescence, antagonist mode; hits give low values | max response, negative = inhibition, % | actives 2.5% (n = 360,000) | AID 652054, 2013; in the data active = max response below about -50%; inconclusive = no clear call, values can overlap the other calls; note: % is set by controls: 0 for no effect and ±100 for the full control effect; mostly tested at two doses, the higher about 12 µM
#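 Cells expressing the human receptor were seeded at 1500 cells/well, incubated overnight at 37 degrees C in 5% CO2, then exposed to library compounds with dopamine controls for 90 minutes at 37 degrees C before luminescent detection.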
# PI5P4Ka inh – qHTS for Inhibitors of phosphatidylinositol 5-phosphate 4-kinase (PI5P4K); max response, %; PI5P4Kalpha enzyme, ADP-Glo luminescence, 60 min; hits give low values; actives 1.2% (n = 330,000); Phosphatidylinositol 5-phosphate 4-kinase type-2 alpha (Homo sapiens), P48426; active = max response of -50% or lower; inconclusive = between -30% and -50%; inactive = -30% or higher; note: value at the top dose of about 77 µM; % is set by controls: 0 for no effect and ±100 for the full control effect
#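 Luminescence from ADP-Glo served as readout of PI5P4Kalpha activity in a qHTS format. Reaction: enzyme, substrate, compound, ATP at 5 microM final, 60 min at RT.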
# PLK1 PBD inh – qHTS for Inhibitors of PLK1-PDB (polo-like kinase 1 - polo-box domain): Primary Screen; Serine/threonine-protein kinase PLK1 (Homo sapiens), P53350; Plk1 PBD binding of FITC phosphopeptide, fluorescence polarization; Potency, µM, for the others: max response, negative = inhibition, usual class: inhibitors; actives 2.8% (n = 360,000); AID 720504, 2013; note: potency is the fitted concentration of half-maximal effect; series mostly up to about 57 µM; % is set by controls: 0 for no effect and ±100 for the full control effect; nearly all actives have a fitted effect of over 65% in size
# GLP-1R inv ag – qHTS of GLP-1 Receptor Inverse Agonists (Inhibition Mode); AID 624417, 2012; Potency, µM (highest dose often 38.3 µM), for inactives: at the top dose activity change, negative = inhibition, most hits filed as inhibitors; Glucagon-like peptide 1 receptor (Homo sapiens), P43220; HEK293 GLP-1R CRE-luciferase, luminescence, 24 h; GLP-1R form is constitutively active; actives 1.6% (n = 410,000); note: potency is the fitted concentration of half-maximal effect; % is set by controls: 0 for no effect and ±100 for the full control effect; nearly all actives have a fitted effect of over 55% in size
#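 Seeding at 200 cells/uL, 12 h culture, 24 hr compound treatment, then luciferase reagent and a luminescence read; cells are HEK293 stably expressing a constitutively active GLP-1R plus cAMP-responsive luciferase.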
# The depositor's hits bear a star; ? = inconclusive; nt = not tested or not shown; [ ] = dose if it differs, or a comment. Unless noted, calls come from the whole dose curve; as a rule, active = well fitted curve in the direction sought with a large enough effect; inconclusive = small, poorly fitted or top-dose-only effect, or another doubt; inactive = no such curve, though single readings can be large; an effect the other way counts as inactive or inconclusive.
# Value order – GLP1R ag, WRN inhibitor, HEK293 tox, D3 ag, IL-2 act, D3 antag, PI5P4Ka inh, PLK1 PBD inh, GLP-1R inv ag
O=C(c1cccnc1NCc1ccc(F)cc1)N1CCOCC1
    -8%, 7%, 7%, 0, 0.6, 10, 8, -8%, 24%
CC(=O)c1cccc(NC(=O)Nc2cc3c(cc2N2CCCC2)n(C)c(=O)n3C)c1
    -1%, nt, 4%, -8, nt, nt, nt, nt, 21%
CCOc1ccc(NC2C=CS(=O)(=O)C2)cc1 (centres undefined)
    2%, -2%, 3%, -1, -0.6, -3, -6, -4%, -10%
CCc1ccc(CNC(=O)C2CC(=O)N(CCc3ccc(C)cc3)C2)cc1 (centres undefined)
    4%, -11%, 18%, 1, -0.7, -4, nt, -7%, 0%
COc1ccc(-c2cc(=O)oc3cc(OC(C)C(=O)NCC4CCC(C(=O)O)CC4)ccc23)cc1 (centres undefined)
    0%, 4%, -12%, -5, 0.2, 6, 4, -1%, 38%[activator]
CCCS(=O)(=O)c1c(S(=O)(=O)CCC)c2ccc(C(N)=O)cn2c1C(=O)c1ccccc1
    -4%, -4%, 8%, 5, 0.1, 5, 1, 2%, 12%
CC1(C)C2CCC1(CS(=O)(=O)Nc1cccc(S(N)(=O)=O)c1)C(=O)C2 (centres undefined)
    1%, -4%, 6%, -6, -0.8, 15, 1, -13%, 2%
CC[C@H](C)[C@H](NC(=O)[C@H](Cc1ccc(O)cc1)NC(=O)[C@@H](N)C(C)C)C(=O)N[C@@H](Cc1cnc[nH]1)C(=O)N1CCC[C@H]1C(=O)N[C@@H](Cc1ccccc1)C(=O)O
    0%, 14%, 3%, -24, 0.1, -18, 2, -9%, 7%
Cc1ccc(NC(=O)CN(C(=O)N2CCN(C)CC2)S(=O)(=O)c2ccc(C)cc2)cc1
    -14%, 3%, -9%, -8, -3.8, 6, 2, -5%, 11%
COC(=O)CC1C(=O)NCCN1Cc1cn(-c2ccc(C)cc2)nc1-c1cccc(C)c1 (centres undefined)
    15%, -14%, -12%, 14, -0.5, 1, 5, -8%, ?
O=C1OC(C(=O)Nc2nccs2)Cc2ccccc21 (centres undefined)
    -1%, 3%, -15%, -11, 2.1, 5, -6, -12%, 12%
Cc1ccc(NC(=O)C2CCC2)cc1S(=O)(=O)N1CCCCCC1
    13%, -7%, -13%, -7, -2.9, -3, 1, 0%, ?
CCOC(=O)C1CCN(c2cc(C)nc3cc(-c4cccc(F)c4)nn23)CC1
    -10%, 0%, -3%, 19, 0.9, 26, nt, 0%, 8%
COc1cccc(C2CC(c3cccs3)=NN2C(=O)CCC(=O)O)c1OC (centres undefined)
    12%, 2%, 2%, 4, -3.1, 2, 0, 4%, 1%
C=CCn1c(SCC(=O)c2[nH]c(C)c(C(C)=O)c2C)nnc1-c1ccncc1
    9%, -1%, -15%, 4, -0.4, ?, -1, -1%, 13%
COc1cc(C(=O)COC(=O)c2ccc3c(c2)OCCO3)cc(OC)c1OC
    19%, -3%, -10%, -2, -1.6, ?, -7, -4%, -20%
CN(Cc1ccccc1)C(=O)c1ccc(NC(=O)Cc2ccc(NC(=O)C3CCCN(C(=O)C4CCCC4)C3)cc2)cc1 (centres undefined)
    -3%, -3%, -3%, -1, -0.6, -1, -1, -11%, -23%
CCn1cc(C(=O)N(C)Cc2ccc(OC(F)F)cc2)c(=O)c2ccc(C)nc21
    0%, -5%, -23%, 3, -0.3, 13, 0, 9%, -6%
CCc1ccc(C(C(=O)NC2CCCC2)N(CCOC)C(=O)CCC(=O)Nc2cc(C)on2)cc1 (centres undefined)
    20%, 3%, 4%, 0, 0.3, -3, 4, -13%, -24%
Cc1cc(NC(=O)CS(=O)(=O)c2cn(Cc3cccc(C(F)(F)F)c3)c3ccccc23)no1
    -6%, -2%, -6%, -8, -1.1, 0, 2, 2%, 12%
Cn1c(CNC(=O)C(Cc2ccccc2)NC(=O)c2ccccc2)cc(=O)n(C)c1=O (centres undefined)
    -1%, 0%, -6%, 3, -3.9, 19, -1, 0%, 10%
CN(C)S(=O)(=O)NC(=O)C1=C(N2CCCC2)COC1=O
    -2%, -1%, -4%, -21, -0.3, 0, 4, -12%, 17%
C/C(=N\NC(=O)C(N)=O)c1ccc(Br)cc1
    0%, -5%, 5%, -5, 0.5, 0, -4, -7%, 6%
Cc1ccc(NC(=O)CSc2nnc3n2CCCCC3)cc1
    11%, 5%, 15%, 2, 2.0, -8, 10, -16%, 9%
Cc1c(C(=O)Nc2nc3ccccc3[nH]2)oc2ccc(Br)cc12
    -20%, -2%[57.1 µM], 1%[1.53 µM], -13, 3.0, -7, -11, 13%, 12%
C=CCn1c(=O)[nH]c2cc(C(=O)N3CCN(c4cc(C)ccc4C)CC3)ccc2c1=O
    -10%, 6%, 5%, 1, -0.7, 17, nt, -6%, -6%
C[C@@H]1CN([C@H](C)CO)C(=O)c2cc(C#CC3CCCCC3)cnc2O[C@H]1CN(C)Cc1cccnc1
    0%, 5%, -4%, 2, -1.7, 22, -2, -6%, -19%
CCc1c(C)sc(NC(=S)NC(C)C2CCCO2)c1C(=O)OC (centres undefined)
    21%, -11%, ?, -1, 1.3, 3, 0, -26%, ?
CCCc1cc(=O)oc2c(C)c(OCC(=O)Nc3ccccn3)ccc12
    -5%, -1%, 1%, -4, 0.9, 5, 4, 8%, -17%
Cc1nc(CS(=O)(=O)c2ccccn2)sc1C(=O)NNC(=O)c1ccccc1
    4%, -5%, 11%, 7, -2.7, -9, 2, -3%, 0%
Cc1c(C(=O)NC2CCC(C)CC2)oc2ccccc12 (centres undefined)
    8%, 0%, 4%, 0, -2.5, -14, 7, -9%, ?
Cn1c(-c2ccccc2)c(Sc2ccccc2)c2cc(-c3ccc4[nH]ccc4c3)ccc21
    -5%, 3%, -1%, 8, -0.5, 25, 16, -7%, ?
Oc1ccc(Cl)cc1CNc1cnc2ccccc2c1
    2%, 0%, -6%, 3, -0.8, 0, 8, 2%, 10µM*
Cc1cnc(C=O)c2cccc([N+](=O)[O-])c12
    16%, -5%, -5%, -9, -4.4, -77*, -5, -7%, -1%
O=C(NCC1CCCCC1)c1cc([N+](=O)[O-])ccc1N1CCOCC1
    6%, 1%, 10%[0.307 µM], -10, -0.6, 17, 2, -20%, 4%[0.307 µM]
CCN(CC)S(=O)(=O)c1cccc(-c2cn3cc(C)ccc3n2)c1
    11%, -3%, -14%, 4, -0.2, 19, 4, -3%, ?
O=C(C[n+]1ccccc1)N/N=C/c1ccc(Cl)cc1
    -5%, 3%, -3%, -6, 0.3, -1, -1, -2%, 1%
O=C(O)c1ccc(COc2c(F)c(F)cc(F)c2F)cc1
    -11%, -4%, 2%, -16, -1.9, 8, nt, -5%, 9%
Cc1ccc([C@H]2C[C@@H](n3cc(COC(=O)c4ccccc4)nn3)[C@H](O)CN2C(=O)c2cccs2)cc1
    -5%, 1%, -5%, 4, 1.2, 9, -3, -8%, ?
Cc1c(C(=O)Nc2cccc(C(F)(F)F)c2)oc2ccc(S(=O)(=O)N3CCOCC3)cc12
    -9%, -4%, -15%, 64*, -4.6, 6, nt, 0%, -4%
CC1CC(N(C(=O)c2ccc(Cl)cc2)c2ccccc2)c2ccccc2N1C(=O)c1ccco1 (centres undefined)
    -9%, -9%, -12%, -6, 3.4, ?, 2, -6%, ?
COc1ccc(-n2c(=S)[nH]c3cc(C(=O)N(C)Cc4ccccc4)ccc3c2=O)cc1
    0%, -3%, -3%, 0, 0.8, -18, -11, 2%, -6%
COCCNC(=S)N=Nc1c(O)[nH]c2ccc([N+](=O)[O-])cc12
    7%, -18%, ?, -3, -1.4, -30, 1, -3%, 144%[activator]
Cc1cccc(OCc2cc(=O)n3c(-c4ccccc4)csc3n2)c1C
    1%, nt, -6%, 7, nt, nt, nt, nt, 16%
CCNC(=O)C1CN(S(=O)(=O)c2ccccc2)CCN1S(=O)(=O)c1ccccc1 (centres undefined)
    3%, -5%, -15%, -3, -0.2, 0, nt, 0%, -3%
COc1ccccc1NS(=O)(=O)c1cccc(NS(=O)(=O)c2ccc(Cl)c(C(=O)O)c2)c1
    0%, -9%, -6%, 9, -3.5, 6, -1, 1%, 0%
COC(=O)CN(c1ccc(C)cc1)S(=O)(=O)c1ccc(F)cc1
    18%, 5%, 8%, 4, -0.3, 9, 9, -3%, -14%
CCc1ccc(C(=O)c2cn(CC(=O)Nc3ccc4c(c3)OCCO4)c3ccc(CC)cc3c2=O)cc1
    1%, nt, 4%, -8, nt, nt, nt, nt, 4%
O=C(CN1CCC(c2nc3ccccc3[nH]2)CC1)Nc1ccc2c(c1)OCO2
    -9%, -3%, -19%, 6, 2.5, -11, nt, -9%, -6%
Cc1ccc(S(=O)(=O)N(C)C)cc1NC(=O)Cn1c(CN2CCOCC2)nc2ccccc2c1=O
    -3%, 6%, 2%, 3, -0.6, 10, -1, 3%, 26%
Cc1ccccc1Nc1nc(N)nc(CN2C(=O)NC3(CCCCC3C)C2=O)n1 (centres undefined)
    8%, 5%, -4%, -1, -0.1, -17, 1, -4%, -2%
CCc1nc2nc(C)c(NS(=O)(=O)c3ccc(F)cc3)c(=O)n2[nH]1
    8%, 0%[57.1 µM], -12%, 10, -0.1, -6, 5, -7%, 13%
CCNC(=S)N/N=C/c1sc(N2CCCCC2)nc1-c1cccs1
    20%, ?, 15%, -7, 15, -25, 2, -13%, 23%
CC1=C(C(N)=O)C(c2ccc(Br)cc2)n2nc(CCCO)nc2N1 (centres undefined)
    -3%, 5%, -8%, 2, -3.8, 17, -5, 7%, -7%
